Compound activity (PubChem)
EPAC2 agonist = EPAC2 (human) agonism; Q8WZA2; Potency, µM (doses to about 154 µM), for the others: at the highest dose activation, hits mostly activators; actives 0.079% (n = 360,000); EPAC2 activation, biochemical qHTS; response scale: 100% = 6.5 mM cAMP response; AID 720711; note: potency is the fitted concentration of half-maximal effect; nearly all actives have a fitted effect of over 50% in size
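EPAC2 (100 nM) mixed with Rap1B loaded with BODIPY-GDP (250 nM) plus 50 uM unlabeled GDP; compounds pinned in, 5 min RT, then read every 5 min for 30 min (ex 480, em 540 nm). Normalized to cAMP control.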
DRD3 agonist = agonists of human D3 dopamine receptor; max activation, %; AID 652048; P35462; actives 0.58% (n = 410,000); D3R DiscoveRx beta-arrestin cells, luminescence, 90 min; in the data active = max activation above about 30%; note: 0% is about no effect; mostly tested at two doses, the higher about 12 µM
Target sequence (P35462 whole entry, looked up): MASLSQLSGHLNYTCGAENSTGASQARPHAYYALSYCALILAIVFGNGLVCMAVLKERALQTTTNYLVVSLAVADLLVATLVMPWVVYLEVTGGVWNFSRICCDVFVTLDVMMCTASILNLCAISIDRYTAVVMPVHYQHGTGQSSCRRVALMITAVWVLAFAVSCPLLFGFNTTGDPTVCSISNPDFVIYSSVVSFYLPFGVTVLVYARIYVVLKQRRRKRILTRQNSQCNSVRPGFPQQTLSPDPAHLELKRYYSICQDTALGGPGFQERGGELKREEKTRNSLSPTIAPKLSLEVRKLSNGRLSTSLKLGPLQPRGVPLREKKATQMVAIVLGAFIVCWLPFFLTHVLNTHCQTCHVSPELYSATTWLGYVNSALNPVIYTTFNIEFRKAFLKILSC
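Agonist-mode cell screen: cells plated at 1500/well and incubated overnight at 37 °C, then exposed to library compounds for 90 min at 37 °C. Detection reagent was added for 30–60 min at room temperature, and luminescence was read.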
Akt phos inh = Akt phosphorylation inhibition. activity change, % for hits at 50 µM. AID 651550. Neuro2A IGF-stimulated pAkt S473 HTRF, 20 min; stronger effect = lower value. actives 0.32% (n = 360,000); in the data active = activity change below about -80%; inconclusive = mostly about -51% to -80%; note: % is set by controls: 0 for no effect and ±100 for the full control effect
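Neuro2A cells (4,500/well, DMEM with 0.5% FBS) were treated with compound at a single 50 µM final concentration, stimulated with 6 nM IGF for 20 min at 37 °C, and lysed. Phospho-Akt Ser473 was read by HTRF as 665/615 ratio ×10^4.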
MmCpn inh = blocks the Methanococcus maripaludis chaperonin Mm-Cpn | purified Mm-Cpn ATPase, ADP Transcreener TR-FRET | Potency, µM (highest dose often 76.9 µM), inactives show at the top dose activity, negative = inhibition, usual class: inhibitors | actives 0.031% (n = 330,000); note: potency is the fitted concentration of half-maximal effect; % is set by controls: 0 for no effect and ±100 for the full control effect; nearly all actives have a fitted effect of over 80% in size
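Measured: ADP formation by purified Mm-CPN. Conditions: 25 nM protein, 10 uM ATP, Tris pH 7.4 with Mg2+, K+ and DTT, 37°C for 30 min. Detection: Transcreener HTRF after 30 min at room temperature.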
CCT modulator = modulators of cytosolic chaperonin (CCT/TRiC) activity; purified chaperonin ATPase assay, HTRF ADP detection, 30 min; activity change, % (no concentration beside the values), hits read low; actives 0.3% (n = 360,000); in the data active = activity change below about -30%; note: % is set by controls: 0 for no effect and ±100 for the full control effect
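We incubate TRiC, 40 or 20 nM final, with library compounds at 76 uM and 10 uM ATP for 30 min at 37 °C. ADP formed is detected with Transcreener HTRF reagents after 30 min at room temperature.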
D3 antag = blocks the human D3 dopamine receptor; P35462; D3R cells, DiscoveRx beta-arrestin luminescence, antagonist mode; stronger effect = lower value; max response, negative = inhibition, %; actives 2.5% (n = 360,000); in the data active = max response below about -50%; inconclusive = no clear call, values can overlap the other calls; note: % is set by controls: 0 for no effect and ±100 for the full control effect; mostly tested at two doses, the higher about 12 µM
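Cells expressing the human receptor were seeded at 1500 cells/well, incubated overnight at 37 degrees C in 5% CO2, then exposed to library compounds with dopamine controls for 90 minutes at 37 degrees C before luminescent detection.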
PTHR1 ag = PTHR1 (human) receptor agonism. Q03431. HEK293 GP2 PTHR1 cells, GloSensor cAMP luminescence, 1 h. Potency, µM (titrated, usually from 115 µM), for inactives: top-dose activation, actives largely listed as activators. actives 0.075% (n = 410,000). AID 743266; note: potency is the fitted concentration of half-maximal effect; nearly all actives have a fitted effect of over 55% in size; some results filed as inactive show a strong effect at the top dose; inactives centre near -15; many of its hits are not listed in these tables
Target sequence (Q03431 whole entry, looked up): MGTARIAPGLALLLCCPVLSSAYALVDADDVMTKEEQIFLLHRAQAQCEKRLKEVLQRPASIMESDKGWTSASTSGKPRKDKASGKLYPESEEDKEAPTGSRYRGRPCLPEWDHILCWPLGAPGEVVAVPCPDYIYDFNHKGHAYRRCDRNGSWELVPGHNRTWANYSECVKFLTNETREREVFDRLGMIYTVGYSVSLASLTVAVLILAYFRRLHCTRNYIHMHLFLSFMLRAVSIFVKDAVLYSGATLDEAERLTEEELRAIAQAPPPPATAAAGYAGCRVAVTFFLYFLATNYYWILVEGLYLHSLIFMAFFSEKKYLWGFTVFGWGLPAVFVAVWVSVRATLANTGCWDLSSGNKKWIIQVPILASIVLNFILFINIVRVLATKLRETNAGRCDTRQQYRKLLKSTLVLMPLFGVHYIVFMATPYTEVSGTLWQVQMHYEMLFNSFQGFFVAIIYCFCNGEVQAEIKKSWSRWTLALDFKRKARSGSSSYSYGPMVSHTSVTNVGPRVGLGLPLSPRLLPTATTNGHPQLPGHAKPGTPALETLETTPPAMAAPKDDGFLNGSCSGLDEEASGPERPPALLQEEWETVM
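HEK-293-derived GP2 cells expressing PTHR1 and a GloSensor cAMP reporter, 3,000/well, plated overnight, given luciferin plus IBMX (each 0.5 mM as added) for 1 h at 37 °C, then compound for 1 h at 37 °C. Luminescence was read after 15 min at room temperature.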
EPAC2 antag = EPAC2 (human) antagonism; Potency, µM (titrated, usually from 114 µM), for the others: at the top dose activity, negative = inhibition, most hits filed as inhibitors; actives 0.18% (n = 360,000); EPAC2 GEF exchange of Rap1B-BODIPY-GDP, fluorescence; AID 720708; note: potency is the fitted concentration of half-maximal effect; % is set by controls: 0 for no effect and ±100 for the full control effect; nearly all actives have a fitted effect of over 45% in size; many of its hits are not listed in these tables
* = called active by the depositor; i = inactive; ? = inconclusive; nt = not tested or not shown; [ ] = dose if it differs, or a comment. Unless noted, calls come from the whole dose curve; as a rule, active = well fitted curve in the direction sought with a large enough effect; inconclusive = small, poorly fitted or top-dose-only effect, or another doubt; inactive = no such curve, though single readings can be large; an effect the other way counts as inactive or inconclusive. Some of the compounds tested; rates above refer to the full screens.

SMILES | EPAC2 agonist | DRD3 agonist | Akt phos inh | MmCpn inh | CCT modulator | D3 antag | PTHR1 ag | EPAC2 antag
CCOC(=O)NC(=O)CSc1nnc(SCCC(=O)O)s1 | -6% | -4 | i | 0% | 0.0 | 12 | i | 2%
Cc1ccnc2nc(C(=O)OCC(=O)Nc3ccc([N+](=O)[O-])cc3Br)nn12 | 2% | 1 | i | -2% | -1.1 | 4 | i | 7%
COc1ccccc1C(=O)NC1CCN(C(=O)Nc2ccc(F)cc2)CC1 | 10% | -5 | i | -1% | -4.8 | 7 | -73%[inhibitor] | -5%
Clc1ccc(-c2cc(C3CCNCC3)[nH]n2)c(Cl)c1 | 3% | 1 | i | 1% | 1.4 | 5 | i | -3%
Cc1cc(C)nc(SCc2nc3ccccc3n2C)n1 | 4% | -3 | i | 0% | 0.7 | -24 | -6%[57.5 µM] | 7%
O=C(c1snnc1-c1ccccc1)N1CCOCC1 | 2% | 6 | i | -1% | 0.8 | 3 | 11% | 3%
Cc1cccc(N2CCN(C(=O)CCCSc3nc4ccccc4[nH]3)CC2)c1C | 9% | 10 | i | -2% | 0.3 | 48 | -38% | -3%
CCOC(=O)c1ccc2cccc(C)n2c1=O | -13% | 5 | i | 1% | -3.8 | 5 | -6% | 3%
Cc1ccc(NC(=S)NCCN2CCOCC2)cc1 | 8% | 0 | i | -2% | 2.6 | 18 | i | 5%
c1ccc(COc2cccc(CN3CCCCC3)c2)cc1 | 14% | -23 | i | 1% | -4.2 | ? | -58%[inhibitor] | 8%
CCCCCc1nnc(NC(=O)C2COc3ccccc3O2)s1 (configuration not stated) | 1% | 1 | i | -1% | -2.0 | -5 | i | 17%
COC(=O)CN1C(CN2CCOCC2)=Nc2ccc(Br)cc2C1c1ccccc1 (configuration not stated) | 5% | -11 | i | -2% | 0.0 | -11 | -7% | -5%
O=C(NC1CCCCC1)c1cc(S(=O)(=O)N2CCCC2)ccc1Cl | 8% | 11 | i | -12% | -0.7 | 2 | -18% | 3%
CN(C)/N=C/c1ccc([N+](=O)[O-])cc1[N+](=O)[O-] | -3% | 8 | i | 2% | -0.8 | 4 | -45% | -3%
CC(C)CCNC(=O)c1c[nH]c2ccc(S(=O)(=O)N3CCOCC3)cc2c1=O | -5% | 5 | i | -1% | -1.4 | 0 | -12% | 13%
O=C(NCCNC(=O)c1cccnc1)c1ccc(Br)cc1 | -7% | -7 | i | -2% | -2.8 | 14 | -11% | 3%
CC12CCC(C(=O)N(c3ccc(Cl)cc3)C1=O)C2(C)C (configuration not stated) | -12% | -1 | i | 1% | 0.5 | 11 | i | -4%
COc1ccc(C(=O)/C=C(\N)C(F)(F)F)c(O)c1 | 0% | 3 | i | -2% | 0.2 | -23 | -17%[57.5 µM] | 6%
Cc1cccc(C(=O)NCCC(=O)Nc2ccc(F)c([N+](=O)[O-])c2)c1 | 16% | -24 | i | 2% | -0.3 | ? | i | -7%
Cc1ccccc1NC(=O)CN1C(=O)NC(C)(CCc2ccccc2)C1=O (configuration not stated) | 17% | 0 | i | 2% | -2.0 | -10 | -22% | 7%
CCCc1cc(C(=O)Nc2cc(C)on2)no1 | 3% | 2 | i | -4% | 1.0 | 1 | i | -2%
COCCNC(=O)[C@H]1N2C(=O)c3ccccc3C2SC1(C)C (some centres not stated) | 2% | -3 | i | 1% | -0.4 | -11 | -14% | 9%
COc1ccc(F)cc1S(=O)(=O)Nc1ccc2c(c1)OCCO2 | 8% | -7 | i | 0% | -0.3 | ? | -21% | 14%
COc1ccc(NC(=S)c2ccncc2)cc1 | -1% | -10 | i | 1% | 1.4 | -9 | -5% | 18%
O=C(COC(=O)c1nc(Cl)ccc1Cl)Nc1cccc(S(=O)(=O)N2CCOCC2)c1 | 9% | -5 | i | nt | -0.1 | 2 | -19% | 10%
CC1(c2ccc3noc(-c4cccc(F)c4)c3c2)OCCO1 | 1% | 4 | i | -2% | -5.5 | 0 | -29% | -1%
Cc1cn([C@H]2C[C@H](O)[C@@H](CNCc3ccccc3)O2)c(=O)[nH]c1=O | 3% | 4 | i | nt | 0.1 | -4 | -25% | -2%
O=C(NC1CC1)c1scc2c1OCCO2 | 8% | 1 | i | -1% | -1.8 | 18 | i | 6%
CN(CC(=O)Nc1cccc(F)c1)C(=O)/C=C/c1ccc2ccccc2n1 | -6% | 4 | i | -1% | 0.4 | 13 | i | -12%
COc1ccccc1NS(=O)(=O)c1ccc(C(=O)N2CCCCCCC2)cc1 | 5% | 0 | i | 5% | -1.0 | 17 | i | -7%
Cn1ccnc1Sc1nc2c(c(=O)n(C)c(=O)n2C)n1C | 1% | 0 | i | 3% | 0.3 | 8 | -18%[57.5 µM] | 5%
Cc1ccc(-c2noc(C3CCCN(C(=O)c4ccc(C(C)(C)C)cc4)C3)n2)o1 (configuration not stated) | 2% | 10 | i | 2% | -4.8 | 8 | -38%[inhibitor] | -17%
CC(=O)Oc1ccc(C(=O)c2ccccc2)c(OC(C)=O)c1 | 11% | -11 | i | 0% | 0.0 | ? | i | 1%
O=C(Nc1ccc(Cl)c(Cl)c1)C1CC(=O)N(c2ccc(Br)cc2)C1 (configuration not stated) | 27% | -28 | i | 0% | -0.1 | ? | -25%[57.5 µM] | -10%
CCCCN(C(=O)c1ccccc1F)c1c(N)n(CCC)c(=O)[nH]c1=O | 8% | 33* | i | -1% | -2.3 | 2 | -68%[inhibitor] | 3%
COC(=O)CCc1c(C)c(C(=O)c2ccc(F)cc2)c2ccccn12 | 7% | 2 | i | 0% | 0.1 | 15 | -9% | -16%
O=[N+]([O-])c1cccc(/C=N/N2CCN(c3ccccn3)CC2)c1 | 1% | 5 | i | 1% | 0.0 | 9 | -26% | 4%
CCOc1cc(/C=C2\CN(CC)C/C(=C\c3ccc(O)c(OCC)c3)C2=O)ccc1O | 3% | -22 | i | -5% | 1.6 | ? | -21% | -9%
CCOC(=O)C1=C(CN2CCN(C(=O)c3ccco3)CC2)NC(=O)NC1c1ccc(OC)cc1 (configuration not stated) | 10% | -2 | i | 1% | -4.3 | -12 | -6% | -26%
Cn1nccc1C(=O)Nc1ccn(C23CC4CC(CC(C4)C2)C3)n1 | 1% | 4 | i | -5% | -1.8 | 10 | -50%[inhibitor] | 6%
COc1ccc(/C=C2/C(=O)N=C(N)N2C)cc1OC | -3% | 4 | i | 1% | -0.2 | 15 | i | -15%
C=C(C)CN=C1NN=C(c2cc(C)n(-c3ccc(C)cc3)c2C)CS1 | -7% | 1 | i | -2% | -1.5 | -3 | -1% | 7%
CCOC(=O)Cn1c(=O)c2c(nc3n2CCCN3CCc2ccccc2)n(C)c1=O | 8% | 12 | i | 3% | -3.6 | 5 | -10% | 5%
COc1ccc(-c2c(-c3ccc(OC)nc3)c3ccccc3n2C)cc1 | 7% | -6 | i | ? | 0.4 | -13 | i | ?
Cc1ccc(S(=O)(=O)N2[C@@H](c3ccc(Cl)cc3)C(C(=O)O)=CC[C@H]2c2cccc(C)c2)cc1 | 1% | -6 | i | 1% | -1.8 | -6 | -1% | -24%
Nn1cc(-c2ccccc2)nc1SCC(=O)Nc1cccc(S(N)(=O)=O)c1 | 4% | -2 | i | -1% | 0.2 | 1 | i | 3%
Cc1cc(O)c(C2(O)C(=O)Nc3ccccc32)cc1C (configuration not stated) | 3% | 4 | i | 1% | -1.7 | 13 | i | 3%
COc1ccc(NC(=O)CCC(=O)c2cccs2)cc1Cl | -6% | -6 | i | 0% | 0.3 | 0 | i | 1%

Entries from the list above that have a Cl atom, in the order listed:
SMILES | EPAC2 agonist | DRD3 agonist | Akt phos inh | MmCpn inh | CCT modulator | D3 antag | PTHR1 ag | EPAC2 antag
Clc1ccc(-c2cc(C3CCNCC3)[nH]n2)c(Cl)c1 | 3% | 1 | i | 1% | 1.4 | 5 | i | -3%
O=C(NC1CCCCC1)c1cc(S(=O)(=O)N2CCCC2)ccc1Cl | 8% | 11 | i | -12% | -0.7 | 2 | -18% | 3%
CC12CCC(C(=O)N(c3ccc(Cl)cc3)C1=O)C2(C)C (configuration not stated) | -12% | -1 | i | 1% | 0.5 | 11 | i | -4%
O=C(COC(=O)c1nc(Cl)ccc1Cl)Nc1cccc(S(=O)(=O)N2CCOCC2)c1 | 9% | -5 | i | nt | -0.1 | 2 | -19% | 10%
O=C(Nc1ccc(Cl)c(Cl)c1)C1CC(=O)N(c2ccc(Br)cc2)C1 (configuration not stated) | 27% | -28 | i | 0% | -0.1 | ? | -25%[57.5 µM] | -10%
Cc1ccc(S(=O)(=O)N2[C@@H](c3ccc(Cl)cc3)C(C(=O)O)=CC[C@H]2c2cccc(C)c2)cc1 | 1% | -6 | i | 1% | -1.8 | -6 | -1% | -24%
COc1ccc(NC(=O)CCC(=O)c2cccs2)cc1Cl | -6% | -6 | i | 0% | 0.3 | 0 | i | 1%
